STAT1 act – STAT1 signaling activators, primary screen, cell-based, HTS, luciferase reporter; activation (% of control), % at 5.5 µM; AID 932, 2007; NIH 3T3 STAT1-luciferase reporter, IFN-gamma, luminescence; 100% = IFN-gamma alone, no compound; hit rate 2.6% among 200,000;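 active means activation above the screen-wide mean activation plus 3 SD, cut at about 130% in these data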;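 further: raw ratio to IFN-gamma control signal so 100% means no change and 0% no light; values of inactives mirror those of a sister screen read the other way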
G6PDH counter – L. mesenteroides G6PDH inhibitors, counter-screen for G6PDH-coupled screening assays, biochemical, Leuconostoc mesenteroides enzyme; inhibition, % at 5 µM; glucose-6-phosphate dehydrogenase [Leuconostoc mesenteroides]; hit rate 0.12% among 200,000; AID 1020, 2008; Purified L. mesenteroides G6PDH, diaphorase/resazurin coupled fluorescence, 45 min; in the data active means inhibition above about 50%
TLR4-MyD88 BLA – inhibitors of TLR4-MyD88 association in cells, primary screen, cell-based, HeLa CL3-4, BLA complementation, FRET ratio. HeLa CL3-4 TLR4/MyD88 BLA complementation. inhibition, % at 8.4 µM. hit rate 0.18% among 200,000; in the data active means inhibition above about 25%;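 further: 0% = vehicle and 100% = reference inhibitor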
Target sequence (O00206 whole entry, looked up): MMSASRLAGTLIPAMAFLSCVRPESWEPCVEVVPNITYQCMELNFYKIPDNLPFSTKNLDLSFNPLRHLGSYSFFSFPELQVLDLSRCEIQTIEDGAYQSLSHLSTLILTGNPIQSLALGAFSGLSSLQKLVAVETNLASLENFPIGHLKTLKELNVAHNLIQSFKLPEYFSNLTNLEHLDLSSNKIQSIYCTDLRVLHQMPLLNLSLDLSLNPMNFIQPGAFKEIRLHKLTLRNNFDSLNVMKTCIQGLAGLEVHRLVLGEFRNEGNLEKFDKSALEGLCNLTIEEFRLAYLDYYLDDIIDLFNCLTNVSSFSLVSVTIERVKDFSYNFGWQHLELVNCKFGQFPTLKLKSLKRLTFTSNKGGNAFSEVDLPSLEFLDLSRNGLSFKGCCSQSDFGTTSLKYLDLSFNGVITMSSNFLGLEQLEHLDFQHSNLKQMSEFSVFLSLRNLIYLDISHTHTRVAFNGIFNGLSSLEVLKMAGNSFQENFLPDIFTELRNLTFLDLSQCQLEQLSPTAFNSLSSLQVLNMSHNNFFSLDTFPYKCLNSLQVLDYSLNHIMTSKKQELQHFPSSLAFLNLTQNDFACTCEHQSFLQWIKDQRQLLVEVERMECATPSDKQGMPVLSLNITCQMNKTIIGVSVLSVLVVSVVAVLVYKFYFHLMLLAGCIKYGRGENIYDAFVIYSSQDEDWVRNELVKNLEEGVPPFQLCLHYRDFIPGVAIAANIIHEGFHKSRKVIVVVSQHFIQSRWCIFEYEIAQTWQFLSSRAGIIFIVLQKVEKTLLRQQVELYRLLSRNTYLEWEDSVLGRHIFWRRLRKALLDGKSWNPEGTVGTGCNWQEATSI
Target sequence (Q99836 whole entry, looked up): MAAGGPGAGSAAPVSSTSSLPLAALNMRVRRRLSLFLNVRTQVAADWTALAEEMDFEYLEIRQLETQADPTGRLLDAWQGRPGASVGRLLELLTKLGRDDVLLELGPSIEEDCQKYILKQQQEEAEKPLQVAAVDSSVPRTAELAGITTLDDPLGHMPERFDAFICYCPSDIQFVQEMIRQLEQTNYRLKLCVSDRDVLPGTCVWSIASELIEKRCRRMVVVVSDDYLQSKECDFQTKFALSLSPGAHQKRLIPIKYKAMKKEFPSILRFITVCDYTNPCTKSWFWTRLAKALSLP
STAT3 activator – IL-6 driven STAT3 reporter potentiators, primary screen, U3A cells, luciferase, luminescence, MLSCN library. IL-6 STAT3-luciferase reporter; 100% = signal with IL-6 EC80 alone. activation (% of control), % at 5.6 µM. hit rate 0.91% among 190,000;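 active means activation above the screen-wide mean of compound activation plus 3 SD, cut at about 130% in these data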;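 further: 0% = background luminescence of wells with medium and substrate only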
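Material: STAT3-luciferase reporter U3A cells. Controls: IL-6-treated wells, 100% activation. Read-out: % activation versus median of IL-6-stimulated wells. Probe or stimulus: IL-6 stimulus at 33 ng/mL final. Timing: compound 1 h, then IL-6 6 h at 37 °C. Signal: reporter luminescence signal.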
APP 5UTR inh – inhibitors of APP translation via 5'UTR reporter, primary screen, APP 5'UTR luciferase, SH-SY5Y cells. SH-SY5Y APP 5'UTR-luciferase reporter, luminescence. hit rate 0.82% among 190,000. inhibition, % at 2 µM;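 active means inhibition above a set limit, derived from the sample mean plus 3 SD, cut at about 45% in these data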; further: values of inactives mirror those of a sister screen read the other way
STAT1 blocker – STAT1 signaling inhibitors, primary screen, cell-based, HTS, luciferase reporter; inhibition, % at 5.5 µM; hit rate 0.35% among 200,000; NIH 3T3 STAT1-luciferase reporter, IFN-gamma, luminescence;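 active means inhibition above a set limit, the mean inhibition across all tested compounds plus 3 SD, cut at about 34% in these data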;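 further: 0% = IFN-gamma with DMSO and 100% = IFN-gamma with 300 µM nifuroxazide; values of inactives mirror those of a sister screen read the other way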
STAT3 inh – IL-6 driven STAT3 reporter inhibitors, primary screen, U3A cells, luciferase, luminescence, MLSCN library | IL-6 STAT3-luciferase reporter; host cell line lacks STAT1 | inhibition, % at 5.5 µM | hit rate 0.89% among 190,000 | AID 862, 2007;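 active means inhibition above the mean inhibition across all screened compounds plus 3 SD, cut at about 44% in these data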;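 further: 0% = DMSO only wells and 100% = 100 µM nifuroxazide control wells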
Diaphorase act – compounds boosting diaphorase resazurin reduction – biochemical, uHTS, resorufin fluorescence, counter-screen for diaphorase-coupled primary assays, primary screen | Diaphorase/resazurin coupled assay, 16 min; stronger effect = higher value; 1 = vehicle wells, 0 = NADH-free wells | activation factor at 20 µM | hit rate 0.005% among 190,000;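 active means diaphorase activity raised at least twofold by the compound at 20 µM; inactive means activation factor below 2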
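Material: Clostridium kluyveri diaphorase, purified enzyme; Quantity: enzyme 0.07 U/mL final; Medium: HEPES pH 7.4 buffer with MgCl2 and Tween 20; Dosing: single compound dose of 20 µM, 1% DMSO final; Schedule: 16 min reaction at room temperature; Measured by: red resorufin fluorescence at 544/590 nm excitation/emission.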
Hsp70 activator – Hsp70 transcriptional activators, primary screen, cell-based, HeLa, Hsp70 promoter luciferase, luminescence, 10 µM; activation, % at 10 µM; AID 1203, 2008; hit rate 0.04% among 200,000; HeLa Hsp70 promoter luciferase reporter; scaled: vehicle 0, proteasome-inhibitor control 100%;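 active means activation above the mean across all tested compounds plus 3 SD, cutoff set per campaign, cut at about 5.5% in these data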;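 further: 100% = MG132 at 30 µM as the positive control and 0% = DMSO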
Diaphorase inh – diaphorase inhibitors and chemical oxidizers, primary screen, counter-screen for diaphorase-coupled primary assays, biochemical, uHTS, resorufin fluorescence; hit rate 0.69% among 190,000; inhibition, % at 20 µM; diaphorase resazurin-to-resorufin fluorescence, NADH, 16 min; bacterial (C. kluyveri) enzyme, not human; AID 1217, 2008;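 active means primary screen inhibition at 20 µM above a set limit, cut at about 50% in these data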;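 further: plate controls were DMSO with full reaction for no effect and wells lacking NADH for full effect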
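material = Clostridium kluyveri diaphorase enzyme | amount = 0.14 U/mL diaphorase, enzyme working solution | schedule = incubation 16 min, room temperature | detection = fluorescence of resorufin formed from resazurin, Ex 544/Em 590 nm | benchmarks = positive control minus NADH, DMSO neutral control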
Starred values were filed as active, the others as inactive; . = not tested or not shown. Not all compounds are listed, so the mix of outcomes need not match the whole.

SMILES	STAT1 act	G6PDH counter	TLR4-MyD88 BLA	STAT3 activator	APP 5UTR inh	STAT1 blocker	STAT3 inh	Diaphorase act	Hsp70 activator	Diaphorase inh
O=C(c1cc(-c2cccnc2)nc2ccccc12)N1CCC2(CC1)OCCO2	94	2	-12	100	1	7	2	0.8	0.1	20
Cn1c(O)c(C=Nc2ccc(Cl)cc2)c(=O)n(C)c1=O	101	15	-22	86	-13	-1	24	0.9	-0.1	6
O=Cc1c(C(=O)O)n(Cc2ccccc2Cl)c2ccccc12	89	5	3	101	4	11	6	1	0.1	-4
CCC/C(=N\O)c1c[nH]c2ccccc12	90	6	-3	153*	-17	11	-58	0.8	-0.1	15
Cc1sc2c(c1C)C(c1cccs1)=NCC(=O)N2CC(=O)NCc1cccs1	100	6	-4	103	-14	0	2	0.8	-0.2	16
O=c1[nH]c(O)c(N=Nc2ccc3c(c2)OCCO3)c(=O)[nH]1	61	6	12	37	-34	41*	79*	1	-0.5	-2
CN(C(=O)c1ccco1)C1(c2ccccc2Cl)CCCCC1=O (stereo unspecified)	99	7	-14	103	-9	1	-1	0.9	-0.2	10
Cc1ccccc1-n1c(O)c(/C=C2/C(c3ccccc3)=Nc3ccccc32)c(=O)[nH]c1=O	122	-6	-7	127	62*	-25	-33	0.9	0.0	11
CN(C)C1(c2nnnn2-c2ccc(Cl)cc2)CCCCC1	107	-1	11	100	-1	-8	5	0.8	-0.1	20
COc1ccc(Cn2c(O)c(/C=N/NC(=O)c3ccccc3)c(=O)[nH]c2=O)cc1	114	7	4	104	-15	-15	-6	0.9	0.2	12
C[n+]1c(-c2ccccc2)cc(CCCCc2cc(-c3ccccc3)[n+](C)c(-c3ccccc3)c2)cc1-c1ccccc1	104	1	-9	100	-12	-7	1	1.1	-0.2	-12
CCC1(CCc2ccncc2)C(=O)NC(=O)NC1=O	99	4	5	94	7	3	7	0.9	0.0	7
CCOP(=O)(OCC)C(NC(=O)c1ccccc1)C(Cl)(Cl)Cl (stereo unspecified)	97	4	-15	102	-4	3	3	0.9	-0.4	12
CCCC/C(=N/O)c1c(C)[nH]c2ccccc12	111	12	-12	101	-18	-12	4	0.9	-0.1	10
CC(=O)Nc1nc(CCl)cs1	114	0	-11	109	-11	-17	-6	0.9	0.4	14
CC(C)N1CCN(Cc2cccc([N+](=O)[O-])c2)CC1	97	5	10	98	-16	2	4	0.7	-0.3	26
CCC(C)N1C(=O)/C(=C\c2cnc(N(C)C)nc2)C(=O)NC1=S (stereo unspecified)	106	1	12	96	4	-8	9	1	0.1	1
CC(=O)OC1N=C(c2ccccc2)c2cc(C)ccc2NC1=O (stereo unspecified)	97	3	-8	99	10	3	5	0.9	-0.3	6
COc1cccc(-n2c(=S)[nH]c3ccccc3c2=O)c1	98	1	-9	93	-5	1	10	0.6	0.1	38
COc1ccc(C2CN(C)CC2C(=O)c2ccc(F)cc2)cc1Cl (stereo unspecified)	95	-4	5	96	-3	4	15	0.9	-0.1	5
O=C(Oc1ccc([N+](=O)[O-])cc1)N1CCC(N2CCCCC2)CC1	100	12	-17	99	8	0	-2	1	0.0	4
CC1(C)CN=C(Nc2nc3ccccc3s2)S1	136*	6	-9	126	-126	-39	-28	0.9	0.0	9
O=c1[nH]c(=O)n(Cc2ccco2)c(O)c1C=NC1CC1	105	5	-9	100	-25	-5	5	0.8	0.5	16
O=[N+]([O-])c1ccc(N2CCNCC2)c(Cl)c1	104	7	5	97	-2	-5	8	1	0.2	2
CC[N+](C)(CC)CCCOC(=O)C(O)(c1ccccc1)C1CCCCC1 (stereo unspecified)	89	-4	-10	94	9	7	8	0.9	0.0	8
COc1cc(C2SCC(=O)Nc3c2c(=O)[nH]n3C2CCCCCC2)cc(OC)c1OC (stereo unspecified)	100	6	-3	95	0	0	13	0.9	-0.5	7
Nc1ccc2c(c1)oc1ccccc12	116	5	14	99	-27	-18	2	0.9	0.1	6
CC(=O)N1CN2CN(C(C)=O)CC(C(=O)c3ccccc3)(C2)C1	98	-1	-4	108	-3	3	-2	1	0.5	4
CCCCCCC(=O)c1c(O)n(-c2ccccc2OC)c(=O)[nH]c1=O	85	-1	-15	101	1	17	-1	0.9	-0.3	12
O=C(Cn1c(=O)n(CC2CS2)c2ccccc21)N1CCCCC1 (stereo unspecified)	94	3	-2	96	-12	5	15	1	0.1	0
O=[N+]([O-])[N-][n+]1cnn(Cc2ccc(Cl)cc2)c1	104	3	-11	105	19	-6	-4	1	0.0	4
O=C1C2CCCN2C(c2cccnc2)N1c1ccc(Cl)c(Cl)c1 (stereo unspecified)	98	1	6	102	16	2	1	0.8	-0.3	18
COC(=O)C(O)(c1ccc(N(C)C(=O)c2cccs2)cc1)C(F)(F)F (stereo unspecified)	82	-2	5	84	8	18	21	.	-0.1	.
CCOC(=O)c1ccc(N=Cc2c(O)n(-c3ccccc3F)c(=S)[nH]c2=O)cc1	100	12	0	108	-18	0	-10	0.9	0.1	13
O=C(c1cc(C(=O)NCc2ccc(Cl)cc2)c(=O)n(Cc2ccc(Cl)cc2)c1)c1cc(F)ccc1O	102	14	-4	111	-12	-2	-9	0.8	-0.2	18
CN(C)/C=C1/C(=O)NC(=O)N(CCNc2ncc(C(F)(F)F)cc2Cl)C1=O	109	5	9	105	-2	-12	-1	0.9	-0.1	15
CCc1ccc(C2=NN(CCC(=O)N3CCC4(CC3)OCCO4)C(=O)CC2)cc1	97	-4	6	94	-8	3	10	0.9	-0.4	7
Cc1cccc(NC2=NCCCS2)c1C	101	9	-5	95	2	0	10	1	-0.1	-1
c1ccc2c(CN3CCN(C4CCCCC4)CC3)c[nH]c2c1	86	5	6	166*	6	16	-72	1.2	-0.2	-18
CCOC(=O)c1cccc([P+](=O)O)c1	93	4	-4	94	-3	7	10	0.9	-0.2	11
CCc1ccc(/C=C(/C#N)C(N)=S)cc1	105	2	2	90	-13	-5	14	0.8	-0.4	18
COc1ccc(C2NCc3ccc4c(c3-n3cccc32)OCO4)cc1OC (stereo unspecified)	120	8	-7	101	10	-22	2	1	-0.4	-2
CN1C(=O)C(=Cc2ccccc2OCc2ccccc2Cl)C(=O)N(C)C1=O	102	-8	-6	99	1	-2	-4	0.8	-0.1	18
CN(C)C1=C(C#N)C(c2ccccc2)=NP(N(C)C)(N(C)C)=N1	94	-1	5	107	7	6	-3	1	-0.4	1
CN1CCN(c2ccc([N+](=O)[O-])c(NCc3ccco3)c2)CC1	98	-1	8	106	-9	3	-5	0.8	0.0	16
CC(Cc1ccccc1)NC(=O)Cc1ccc(N(C)C)cc1 (stereo unspecified)	107	-8	1	110	-4	-8	-7	0.9	-0.3	8
CC(C(=O)N1CCC2(CC1)OCCO2)C1Sc2ccccc2NC1=O (stereo unspecified)	102	-1	-3	102	.	-2	4	0.9	-0.2	9
CC(C)(C)[C@]1(O)C[C@@H]2OC(=O)C[C@@]23C(=O)O[C@@H]2OC(=O)[C@H](O)[C@]213	114	5	-2	99	0	-15	-2	1	0.1	0

Ordered by SMILES length (falling): 3 of the compounds above
SMILES	STAT1 act	G6PDH counter	TLR4-MyD88 BLA	STAT3 activator	APP 5UTR inh	STAT1 blocker	STAT3 inh	Diaphorase act	Hsp70 activator	Diaphorase inh
CN1C(=O)C(=Cc2ccccc2OCc2ccccc2Cl)C(=O)N(C)C1=O	102	-8	-6	99	1	-2	-4	0.8	-0.1	18
COc1ccc(C2NCc3ccc4c(c3-n3cccc32)OCO4)cc1OC (stereo unspecified)	120	8	-7	101	10	-22	2	1	-0.4	-2
CC(Cc1ccccc1)NC(=O)Cc1ccc(N(C)C)cc1 (stereo unspecified)	107	-8	1	110	-4	-8	-7	0.9	-0.3	8

Next part:
SMILES	STAT1 act	G6PDH counter	TLR4-MyD88 BLA	STAT3 activator	APP 5UTR inh	STAT1 blocker	STAT3 inh	Diaphorase act	Hsp70 activator	Diaphorase inh
O=[N+]([O-])c1ccc(N2CCNCC2)c2ncccc12	110	7	-6	100	0	-11	5	0.7	0.0	25
O=c1[nH]c(=O)n(Cc2ccc(F)cc2)c(O)c1C=NCCN1CCCCC1	101	4	-5	105	-8	-1	-2	0.9	0.4	5
Cc1cccc(N2C(=O)CC(=O)NC2=O)c1	93	2	8	104	-3	8	-2	1	-0.5	4
C=CCn1c(O)c(C(CC)=NCCC2=CCCCC2)c(=O)[nH]c1=O	94	0	-1	77	-3	6	31	0.8	-0.3	20
N#CC1(c2ccccc2)CCN(C2CC(=O)N(c3ccc(F)cc3)C2=O)CC1 (stereo unspecified)	97	13	-20	100	-2	3	10	0.9	-0.1	10
COC(=O)C(C)Oc1cc(C)cc2oc(=O)c3c(c12)CCC3 (stereo unspecified)	87	8	-22	74	-1	15	39	0.9	-0.4	8
COc1ccc(/C=C2/C(=O)NC(=O)N(c3ccc(C)c(C)c3)C2=O)cc1CN1C(=O)c2ccccc2C1=O	93	-8	14	87	-11	8	18	0.8	-0.3	19
O=C(COc1ccc(Cl)cc1)N1CCN(Cc2ccccc2)CC1	98	12	10	97	-12	3	10	0.9	-0.1	13
CN(C)C(Cc1ccccc1)C(=O)c1cccs1 (stereo unspecified)	98	2	1	111	-3	1	-5	0.9	0.0	8
Cc1cc(/C=C2/C(=O)NC(=O)N(Cc3ccco3)C2=O)c(C)n1-c1ccccc1	98	-3	7	100	22	2	-2	0.9	-0.3	12
CN1C(=O)C(=Cc2ccc(N3CCOCC3)c([N+](=O)[O-])c2)C(=O)N(C)C1=O	95	4	1	96	-6	5	11	1	-0.1	4
CCOC(=O)c1c(C)n(Cc2ccco2)c2c1cc(O)c1ccccc12	95	33	8	106	-14	5	-1	0.8	0.1	17
CN1C(=O)N(C)C(=O)C2(Cc3ccccc3N3CCOCC32)C1=O (stereo unspecified)	98	30	-6	113	4	2	-11	0.8	-0.2	20
OC(c1ccccc1)(c1ccccc1)C1CCCN1 (stereo unspecified)	102	-5	-1	105	-13	-2	1	0.9	0.2	10
O=P(Nc1ccccc1)(Nc1ccccc1)Oc1ccccc1	89	10	-8	87	-9	12	18	0.9	-0.2	14
Cc1cc(C)c(C(=O)CN2CCOCC2)c(C)c1	100	-1	-7	100	-38	0	5	0.9	-0.1	10

Bioassay records (PubChem BioAssay)
